# AmpC inh det = inhibitors of E. coli AmpC beta-lactamase with detergent; purified AmpC, nitrocefin hydrolysis with detergent; Potency, µM (titrated, usually from 28.7 µM), without a hit: top-dose activity change, negative = inhibition; hit rate 0.09% among 71,000; AID 584; active = well fitted curve in the direction sought with a large enough effect
# Target sequence (P00811 whole entry, looked up): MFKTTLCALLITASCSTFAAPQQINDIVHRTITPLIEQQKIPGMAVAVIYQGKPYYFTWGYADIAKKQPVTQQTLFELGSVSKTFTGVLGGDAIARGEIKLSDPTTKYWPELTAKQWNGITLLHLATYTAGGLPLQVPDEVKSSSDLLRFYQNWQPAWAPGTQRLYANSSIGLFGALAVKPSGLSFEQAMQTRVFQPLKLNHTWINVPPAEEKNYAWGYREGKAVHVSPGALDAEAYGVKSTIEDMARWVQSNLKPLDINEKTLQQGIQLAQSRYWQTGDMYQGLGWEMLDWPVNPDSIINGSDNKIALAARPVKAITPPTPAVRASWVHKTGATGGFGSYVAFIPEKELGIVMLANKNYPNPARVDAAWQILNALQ
#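 E. coli AmpC (5.3 nM) in 20 mM phosphate pH 7.0 with 0.01% Triton X-100, preincubated 15 min RT with compound; nitrocefin (2 uL of 800 uM stock) hydrolysis followed by 480 nm absorbance every 20 s over 4 min.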
# * hit, by the source's call; & = joins results of further samples; [ ] = dose if it differs, or a comment. % is set by controls: 0 for no effect and ±100 for the full control effect; potency is the fitted concentration of half-maximal effect. An excerpt, so the mix of outcomes need not match the whole.
# A first look:
Cc1ccc2nc(NC3=NCN(C4CCCCC4)CN3)nc(C)c2c1
  AmpC inh det = 15%

CN(C(=O)COc1cccc(Br)c1)C1CCS(=O)(=O)C1 (centres undefined)
  AmpC inh det = 1%

CCOC(=O)C1=C(C)NC(=O)CC1c1ccccc1 (centres undefined)
  AmpC inh det = -5%

O=C(Nc1ccc2c(c1)OCCO2)C1CCN(S(=O)(=O)c2ccc(Br)s2)CC1
  AmpC inh det = -7%

# The listing (from the top)
Cc1ccc2nc(NC3=NCN(C4CCCCC4)CN3)nc(C)c2c1
  AmpC inh det = 15%

CN(C(=O)COc1cccc(Br)c1)C1CCS(=O)(=O)C1 (centres undefined)
  AmpC inh det = 1%

CCOC(=O)C1=C(C)NC(=O)CC1c1ccccc1 (centres undefined)
  AmpC inh det = -5%

O=C(Nc1ccc2c(c1)OCCO2)C1CCN(S(=O)(=O)c2ccc(Br)s2)CC1
  AmpC inh det = -7%

CCOc1ccccc1NC(=O)CSc1nnc(-c2ccccc2Cl)n1Cc1ccco1
  AmpC inh det = -5%

Cc1nn(C)cc1NC(=O)CCSc1nc(-c2ccco2)cc(C(F)(F)F)n1
  AmpC inh det = 8%

c1ccc2c(c1)CCN(Cc1nnnn1Cc1ccc3c(c1)OCO3)C2
  AmpC inh det = 10%

COc1cccc(NC2SC(=O)N(c3ccccc3)C2=O)c1 (centres undefined)
  AmpC inh det = 8%

Cc1cccc(C)c1OCc1nnc2c3cnn(C)c3ncn12
  AmpC inh det = 1%

Cn1c(SCC(=O)OC2CCCCC2)nnc1-c1ccc2c(c1)OCO2
  AmpC inh det = 1%

Cc1cc(NC(=O)CCC(=O)N(c2ccccc2)C(C(=O)NC2CCCC2)c2ccncc2)no1 (centres undefined)
  AmpC inh det = 3%

CCOc1cc(C2Nc3ccccc3C(=O)N2c2ccccc2)ccc1O (centres undefined)
  AmpC inh det = -4%

COc1ccccc1Oc1ccc(S(=O)(=O)NCc2ccccn2)cc1
  AmpC inh det = -4%

Cc1cc(C)cc(NC(=O)N2CCC(c3nc4ccccc4o3)CC2)c1
  AmpC inh det = -4%

O=C1N2CCCc3cccc(c32)C12Nc1ccccc1S2 (centres undefined)
  AmpC inh det = -5%

COc1ccc(OC)c(NC(=O)CSc2nc(C)cs2)c1
  AmpC inh det = -4%

COc1ccc(Nc2nc(-c3sc(N)nc3C)cs2)cc1
  AmpC inh det = -5%

CCCCn1c(SCC(=O)OCC)nnc1-c1ccoc1C
  AmpC inh det = -6%

CCN(CC)c1ccc(NC(=O)COc2ccc(C)cc2)cc1
  AmpC inh det = -3%

O=C(Nc1ccccc1-c1ccccc1)c1ccco1
  AmpC inh det = 0%

COc1ccc(S(=O)(=O)C(C#N)c2nc3ccccc3nc2N2CCCC(C)C2)cc1 (centres undefined)
  AmpC inh det = -4%

NC[C@@H]1O[C@H](O[C@H]2[C@H](O)[C@H](O[C@@H]3O[C@H](CO)[C@@H](O)[C@H](N)[C@@H]3O)[C@@H](N)C[C@H]2N)[C@@H](O)[C@H](O)[C@@H]1O
  AmpC inh det = -1%[12.8 µM]

COc1ccccc1Cn1c(-c2ccco2)nc2nc3ccccc3nc21
  AmpC inh det = -4%

CCOC(=O)c1ccc(N2C(=O)C3ON(c4ccccc4)C(c4ccco4)C3C2=O)cc1 (centres undefined)
  AmpC inh det = 11%

NC(=O)c1ccccc1
  AmpC inh det = 9%&-1%

# Laid out differently: results already given
SMILES	AmpC inh det
COc1ccc(Nc2nc(-c3sc(N)nc3C)cs2)cc1	-5%
CCOc1ccccc1NC(=O)CSc1nnc(-c2ccccc2Cl)n1Cc1ccco1	-5%
COc1ccc(S(=O)(=O)C(C#N)c2nc3ccccc3nc2N2CCCC(C)C2)cc1 (centres undefined)	-4%
CCCCn1c(SCC(=O)OCC)nnc1-c1ccoc1C	-6%
NC(=O)c1ccccc1	9%&-1%
NC[C@@H]1O[C@H](O[C@H]2[C@H](O)[C@H](O[C@@H]3O[C@H](CO)[C@@H](O)[C@H](N)[C@@H]3O)[C@@H](N)C[C@H]2N)[C@@H](O)[C@H](O)[C@@H]1O	-1%[12.8 µM]

# (next part)
CCCCNc1nc(C)nc2c1nc(-c1ccccc1)n2CC(C)(C)CN(C)C
  AmpC inh det = 13%

C=CCn1c(SCc2c(C)noc2C)nc2sc3c(c2c1=O)CCCCC3
  AmpC inh det = -4%

CCOC(=O)c1oc2ccccc2c1CSc1nnnn1-c1ccccc1
  AmpC inh det = -3%

Nc1csnc1C(=O)O
  AmpC inh det = 13%

CC(C)C[C@@H](CC(=O)N[C@@H](CCCN)CC(=O)N[C@@H]1CCCC[C@H]1C(=O)N[C@H](CC(=O)N[C@@H](CCC(=O)O)CC(=O)O)Cc1ccccc1)NC(=O)[C@@H]1CCCC[C@H]1N
  AmpC inh det = 15%

CCCCNC(=O)C(c1ccc(-c2ccccc2)cc1)N(CCN1CCOCC1)C(=O)CCCCCN1C(=O)NC(c2ccc([N+](=O)[O-])cc2)C(C(=O)OCc2ccccc2)=C1C (centres undefined)
  AmpC inh det = 14%

Cc1ccc(OCCCC(=O)Nc2ccc3c(c2)OCO3)cc1
  AmpC inh det = -1%

Cc1nn(Cc2ccccc2Cl)c(C)c1C(=O)Nc1nnc(C2CC2)s1
  AmpC inh det = -3%

CCOC(=O)N1CCN(CC(O)c2ccc3c(c2)CCN3)CC1 (centres undefined)
  AmpC inh det = 11%

Nc1nonc1-c1nc2ccccc2n1CCC(=O)O
  AmpC inh det = -2%

O=C(Nc1cccnc1)Nc1ccc2c(c1)OCO2
  AmpC inh det = -4%

C#CCN1C(=O)C2(C(C#N)=C(N)OC(C)=C2C(=O)OCc2ccccc2)c2ccccc21 (centres undefined)
  AmpC inh det = -4%

CCC(=O)N1c2ccc(S(=O)(=O)CCC(=O)N3CCn4c3nc3ccccc34)cc2CC1C (centres undefined)
  AmpC inh det = 12%

O=C(C1CCN(S(=O)(=O)c2cccc3nsnc23)CC1)N1CC=C(c2ccccc2)CC1
  AmpC inh det = 3%

Cc1oc(C(=O)Nc2ccc(O)cc2)cc1COc1ccccc1
  AmpC inh det = -4%

CCOc1cccc(NC(=O)C2CCCN(S(=O)(=O)c3ccc(OC)cc3)C2)c1 (centres undefined)
  AmpC inh det = -4%

CC1Oc2ccccc2C=C1C1/C(=C(/O)c2ccccc2)C(=O)C(=O)N1CCCN(C)C (centres undefined)
  AmpC inh det = 8%

CCOC(=O)C1=C(N)Oc2c(oc(CO)cc2=O)C1c1c(F)cccc1Cl (centres undefined)
  AmpC inh det = 6%

c1ccc(-c2c3ccccc3nc3[nH]c4ccccc4c23)cc1
  AmpC inh det = -1%

O=c1nc(N(c2ccccc2)c2ccccc2)[nH]c(=O)[nH]1
  AmpC inh det = -2%

CN(C)c1ncc2nc(-c3ccc(F)cc3)c(=O)n(C[C@H]3CCCO3)c2n1
  AmpC inh det = -1%

O=C1c2cccnc2C(=O)N1Cc1cccs1
  AmpC inh det = 13%

O=C(Cc1n[nH]c(=O)c2ccccc12)NCc1ccccn1
  AmpC inh det = 4%

O=C(O)[C@H]1CCCC[C@@H]1c1c2ccc(=O)c(O)c-2oc2c(O)c(O)ccc12
  AmpC inh det = -14%[5.75 µM]

CC(NCCO)C(=O)C12CC3CC(CC(C3)C1)C2 (centres undefined)
  AmpC inh det = -3%

COc1cccc(C(=O)Nc2ccc(NC(=O)C(C)C)nc2)c1
  AmpC inh det = 2%

CC(=O)NC(CCS(C)(=O)=O)C(=O)N1CCc2ccccc21 (centres undefined)
  AmpC inh det = 4%

COc1ccc(N2CCN(C(=O)CN(c3ccccc3)S(C)(=O)=O)CC2)cc1
  AmpC inh det = 10%

O=C(O)C1(c2ccc(Cl)cc2)CCC1
  AmpC inh det = 23%

O=C(CN1CCC(n2nnc3ccccc32)CC1)NCc1cccs1
  AmpC inh det = -3%

Fc1cccc2sc(N3CCOCC3)nc12
  AmpC inh det = -1%

COc1ccc(S(=O)(=O)NCCOc2ccccc2)cc1OC
  AmpC inh det = -3%

COCCNC(=O)c1ccccc1NC(=O)c1ccc(OC)c(OC)c1
  AmpC inh det = -6%

COC(=O)[C@@]1(Cc2ccc(OC)cc2)[C@H]2c3cc(C(=O)N(C)C)n(Cc4ccc(O)c(OC)c4)c3C[C@H]2CN1C(=O)c1ccccc1
  AmpC inh det = -1%

COCC(=O)N1CCC[C@@]2(CCN(Cc3nccs3)C2)C1
  AmpC inh det = -2%

CC(C)CCNC(=O)CN(C)S(=O)(=O)c1cccc2nsnc12
  AmpC inh det = -1%

CCOc1cc(S(=O)(=O)NCc2ccccn2)c(C)cc1C
  AmpC inh det = -1%

N#CCCN1CCN(S(=O)(=O)c2ccc(S(=O)(=O)NCC3CCCO3)cc2)CC1 (centres undefined)
  AmpC inh det = 7%

Cc1[nH]c2ccccc2c1C(=O)CSc1ncn[nH]1
  AmpC inh det = -1%

CN(C)S(=O)(=O)N1CCC(Cc2ccccc2)CC1
  AmpC inh det = -5%

C#CCN1C(C)=C(C(=O)CCO)[C@@H](c2cccc(-n3oo3)c2)C(C(=O)OC)=C1C
  AmpC inh det = -2%

Cc1c(C(=O)NCc2ccc3c(c2)OCO3)oc2ccc(S(=O)(=O)N3CCCCC3)cc12
  AmpC inh det = -1%

CN(C)/C=N/c1nc2ccc3c(c2s1)CCCC3
  AmpC inh det = -1%

O=C(Nc1ccc2c3c(cccc13)CC2)c1ccco1
  AmpC inh det = -7%

CN(C)S(=O)(=O)c1ccc(N2CCOCC2)nc1
  AmpC inh det = -5%

CN(C)CCCN1c2ccccc2Sc2ccc(Cl)cc21
  AmpC inh det = 1%[12.8 µM]

CCc1nc2ccccc2n1Cc1ccccc1OC
  AmpC inh det = -5%

O=C(Nc1ccc2nc(-c3cccnc3)[nH]c2c1)c1ccco1
  AmpC inh det = 9%

COCCn1cc(C(=O)N2CCC3(CC2)OCCO3)c2c3ccccc3n(C)c2c1=O
  AmpC inh det = 7%

Cc1c(NC(=O)c2cccc(F)c2)c(=O)n(-c2ccccc2)n1C
  AmpC inh det = -8%

# Four entries already listed, sorted by SMILES length, rising:
CN(C)S(=O)(=O)c1ccc(N2CCOCC2)nc1
  AmpC inh det = -5%

CN(C)S(=O)(=O)N1CCC(Cc2ccccc2)CC1
  AmpC inh det = -5%

CC(=O)NC(CCS(C)(=O)=O)C(=O)N1CCc2ccccc21 (centres undefined)
  AmpC inh det = 4%

Cc1c(NC(=O)c2cccc(F)c2)c(=O)n(-c2ccccc2)n1C
  AmpC inh det = -8%

# Continuation.
COc1ccc(N2C(=O)C3CCCN3C2c2ccccc2)cc1 (centres undefined)
  AmpC inh det = 4%

CCCCNC(=O)CCSc1nc2nc(C)cc(C)n2n1
  AmpC inh det = -1%

CN1CCN(c2ncnc3ccc(-c4ccccc4Cl)cc23)CC1
  AmpC inh det = 6%

CS(=O)(=O)N(CC(=O)N1CCCC1)c1cccc(Cl)c1Cl
  AmpC inh det = -6%

N#CC(CC(=O)O)=C(c1ccccc1)c1ccccc1
  AmpC inh det = -2%[5.75 µM]

O=C(O)CCC(=O)NCc1ccc2[nH]c3c(c2c1)CCCC3
  AmpC inh det = 14%

CSc1ccc(-c2c(C#N)c(N)nc3c2CCCC3)cc1
  AmpC inh det = -11%

CC1=C(C(N)=O)C(c2ccccc2)n2nc(-c3cccs3)nc2N1 (centres undefined)
  AmpC inh det = 9%

CN(C)CCC=C1c2ccccc2C=Cc2ccccc21
  AmpC inh det = -3%[5.75 µM]

COc1ccc(OC)c(NC(=O)C2CCN(c3nc(C)cc(C)n3)CC2)c1
  AmpC inh det = -3%

O=C(COc1ncnc2ccccc12)N1CCN(S(=O)(=O)c2ccccc2)CC1
  AmpC inh det = 14%

Cc1cc(C(=O)Nc2ccccn2)cs1
  AmpC inh det = 0%

CCOC(=O)c1ccc(N2C(=O)C(C)=C(C)C2=O)cc1
  AmpC inh det = -2%

CC(C)N(Cc1ccccc1)C(=O)c1cnc2n(c1=O)CCS2
  AmpC inh det = 6%

O=C1c2ccccc2C(=O)N1Cc1ccco1
  AmpC inh det = -3%

CCCN(CCC(=O)Nc1cc(OC)cc(OC)c1)CC1CC1
  AmpC inh det = -4%

CC(Oc1ccc(Cl)cc1)C(=O)Nc1nccs1 (centres undefined)
  AmpC inh det = 6%

NCCCCNS(=O)(=O)c1ccc2c(Cl)cccc2c1
  AmpC inh det = 1%

CCCCNC(=O)Nc1ccnn1C1CCCCC1
  AmpC inh det = -2%

O=C(Cn1c(=O)sc2ccccc21)Nc1ccccc1C(=O)O
  AmpC inh det = 10%

Cc1ccnc(Sc2nc3c(c(=O)[nH]c(=O)n3C)n2CCCc2ccccc2)n1
  AmpC inh det = 10%

O=C(CCn1c(=O)c2sccc2n(CC(=O)NCc2ccco2)c1=O)NCc1ccccc1
  AmpC inh det = 8%

CCOC(=O)c1[nH]c(Cc2[nH]c(C(=O)OCC)c(C)c2CCC(=O)OC)c(CCC(=O)OC)c1C
  AmpC inh det = -6%

CC12COC3(C(=O)Nc4ccc(Cl)cn4)CC1CCC32C (centres undefined)
  AmpC inh det = 6%

CN(C(=O)c1ccccn1)c1nnc(-c2cnccn2)s1
  AmpC inh det = 0%

Cc1cc(C)cc(N(CC(=O)N2CCN(c3ccccc3)CC2)S(=O)(=O)c2c(C)noc2C)c1
  AmpC inh det = 15%

COc1cccc(C(=O)NC2CCSC2=O)c1 (centres undefined)
  AmpC inh det = 7%

CCOC(=O)CBr
  AmpC inh det = 7%

# Screening data from PubChem.
